Source: PubChem BioAssay (several laboratories)
CendR NRP1 mod: modulators of CendR peptide binding to human neuropilin-1 | O14786 | actives 0.85% (n = 360,000) | AID 602438 | inhibition, % at 25 µM | FAM-RPARPAR peptide binding to NRP-1, fluorescence polarization;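 active = inhibition or corrected inhibition above about 18%, plus a signal ratio from 0.5 to 1.5, limit read from the data, passing the limit was not always enough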; also: strong numbers were not always called active
bovine MsrA act: activates bovine MsrA enzyme | purified bovine MsrA, absorbance read-out | activation, % at 10.6 µM | actives 0.3% (n = 360,000) | AID 602163; in the data active = activation above about 7.5%;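 also: 0% = vehicle and 100% = reference activator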
SKN-1 block: inhibitors of C. elegans SKN-1; actives 0.49% (n = 360,000); AID 624304; inhibition, % at 21.8 µM; C. elegans VP596 Pgst-4::GFP/RFP ratio, acrylamide-induced, 24 h;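 active = interference check ratio from 0.5 to 1.5 plus GFP to RFP signal ratio inhibition reaching or exceeding a fixed threshold, cut at about 30% in these data, passing the limit was not always enough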; also: some compounds called inactive have numbers as strong as hits
eLon inh: E. coli protease La inhibition | P0A9M0 | purified E. coli Lon protease, fluorescence polarization | inhibition, % at 7.94 µM | actives 0.42% (n = 360,000) | AID 602123; in the data active = inhibition above about 13%, passing the limit was not always enough;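 also: 0% = enzyme with probe and DMSO and 100% = no enzyme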
Neddylation inh: blocks human cullin neddylation | P61081+Q13564 | TR-FRET cullin neddylation, biochemical | calls only at 25 µM | actives 0.58% (n = 360,000) | AID 651699; in the data active = inhibition above about 36%
MT1-MMP act inh: MT1-MMP (human) activation inhibition; actives 0.061% (n = 360,000); GFP/RFP ratio change, % at 20 µM; AID 651647; HT1080 RFP-PRO-GFP cells, GFP/RFP ratio fluorescence, overnight; percent of plate control window, DMSO zero; P50281;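 active = GFP/RFP ratio change of at least 30% with cell ATP level not reduced by more than half and red fluorescence within 50% of control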; also: strong numbers were not always called active
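Assay system: HT1080 RFP-PRO-GFP cells. Benchmarks: DMSO vehicle wells and RFP-L50D-GFP reporter cell wells. Times: overnight cell settling, then overnight compound exposure, 37 °C, 5% CO2. Compound: 20 µM single dose, 1% DMSO. Read-out basis: GFP/RFP fluorescence ratio.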
FAS TE block: blocks the thioesterase domain of human fatty acid synthase; P49327; recombinant FAS-TE, OMFH fluorogenic substrate, fluorescence endpoint; inhibition, % at 15 µM; actives 0.67% (n = 360,000); AID 602261;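 active = compounds whose normalised, plate-corrected inhibition of enzyme fluorescence in the single-dose primary screen is 50% or more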;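 also: 0% = DMSO with enzyme and 100% = substrate without enzyme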
Rin1-Abl PPI inh: inhibitors of human Rin1-Abl protein interaction; actives 0.4% (n = 360,000); inhibition, % at 7.35 µM; TR-FRET Rin1/Abl binding, biochemical; P00519+Q13671; AID 588664; in the data active = inhibition above about 5%, passing the limit was not always enough
Target sequence (P00519 whole entry, looked up): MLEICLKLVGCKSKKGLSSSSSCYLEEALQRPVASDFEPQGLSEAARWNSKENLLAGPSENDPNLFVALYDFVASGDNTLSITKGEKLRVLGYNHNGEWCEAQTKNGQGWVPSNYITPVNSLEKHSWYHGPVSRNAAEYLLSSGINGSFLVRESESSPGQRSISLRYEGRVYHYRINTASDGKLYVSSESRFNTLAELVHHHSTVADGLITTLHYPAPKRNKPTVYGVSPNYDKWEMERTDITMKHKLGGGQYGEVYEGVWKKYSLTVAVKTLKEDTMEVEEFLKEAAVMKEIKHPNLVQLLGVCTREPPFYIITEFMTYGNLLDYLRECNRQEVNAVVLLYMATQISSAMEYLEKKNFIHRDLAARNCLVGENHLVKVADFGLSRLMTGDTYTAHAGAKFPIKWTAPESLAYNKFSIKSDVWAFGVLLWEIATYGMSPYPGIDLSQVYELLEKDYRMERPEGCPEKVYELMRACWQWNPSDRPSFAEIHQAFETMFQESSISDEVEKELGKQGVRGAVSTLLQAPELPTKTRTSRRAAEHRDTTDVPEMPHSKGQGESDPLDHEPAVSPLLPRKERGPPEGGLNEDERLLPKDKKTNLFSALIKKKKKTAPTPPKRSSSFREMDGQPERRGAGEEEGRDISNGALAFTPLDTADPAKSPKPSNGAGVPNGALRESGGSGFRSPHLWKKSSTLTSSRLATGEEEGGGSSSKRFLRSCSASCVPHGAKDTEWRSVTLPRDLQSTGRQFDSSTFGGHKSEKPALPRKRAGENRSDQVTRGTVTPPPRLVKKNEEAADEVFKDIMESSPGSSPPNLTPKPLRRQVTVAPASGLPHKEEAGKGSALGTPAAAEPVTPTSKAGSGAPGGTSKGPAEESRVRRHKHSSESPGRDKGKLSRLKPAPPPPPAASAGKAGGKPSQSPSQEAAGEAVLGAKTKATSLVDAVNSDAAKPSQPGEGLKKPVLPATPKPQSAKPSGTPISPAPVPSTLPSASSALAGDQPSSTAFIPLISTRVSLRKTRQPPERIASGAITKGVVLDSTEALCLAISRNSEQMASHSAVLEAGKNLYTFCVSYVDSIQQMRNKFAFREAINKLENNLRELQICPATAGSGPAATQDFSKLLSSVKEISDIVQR
Target sequence (Q13671 whole entry, looked up): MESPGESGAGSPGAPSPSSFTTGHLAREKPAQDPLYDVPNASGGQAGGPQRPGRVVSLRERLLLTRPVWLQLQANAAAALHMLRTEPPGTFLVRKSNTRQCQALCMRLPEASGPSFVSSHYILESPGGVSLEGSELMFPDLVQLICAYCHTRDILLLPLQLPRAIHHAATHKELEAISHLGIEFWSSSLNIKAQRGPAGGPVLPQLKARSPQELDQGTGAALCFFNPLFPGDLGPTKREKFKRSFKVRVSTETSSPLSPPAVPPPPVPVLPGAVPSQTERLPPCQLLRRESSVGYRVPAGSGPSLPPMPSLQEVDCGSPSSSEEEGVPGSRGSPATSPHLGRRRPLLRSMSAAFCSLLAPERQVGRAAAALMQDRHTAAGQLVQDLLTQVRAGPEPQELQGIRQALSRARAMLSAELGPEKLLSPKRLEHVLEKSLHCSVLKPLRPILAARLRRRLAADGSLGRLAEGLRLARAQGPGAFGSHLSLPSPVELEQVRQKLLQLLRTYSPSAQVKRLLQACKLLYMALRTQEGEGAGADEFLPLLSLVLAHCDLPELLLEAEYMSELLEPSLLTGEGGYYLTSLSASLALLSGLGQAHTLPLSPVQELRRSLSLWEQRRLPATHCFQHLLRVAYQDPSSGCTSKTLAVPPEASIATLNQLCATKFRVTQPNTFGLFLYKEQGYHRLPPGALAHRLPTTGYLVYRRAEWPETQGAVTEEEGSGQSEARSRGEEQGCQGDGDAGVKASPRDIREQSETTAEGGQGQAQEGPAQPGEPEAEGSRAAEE
MsrA inhibitor: inhibitors of bovine MsrA; purified bovine MsrA, absorbance read-out; inhibition, % at 15.5 µM; actives 0.75% (n = 360,000); AID 651718; in the data active = inhibition above about 4.5%;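 also: 0% = vehicle wells with enzyme and 100% = reference inhibitor wells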
The depositor's hits bear a star; i = inactive; . = no result given.

The line under a structure holds: CendR NRP1 mod | bovine MsrA act | SKN-1 block | eLon inh | Neddylation inh | MT1-MMP act inh | FAS TE block | Rin1-Abl PPI inh | MsrA inhibitor
Cc1ccc(S(=O)(=O)NC(=O)NCCCCNC(=O)NS(=O)(=O)c2ccc(C)cc2)cc1
→ -1 | -1 | -11 | -2 | i | -3 | -1 | 0 | -1.2
CCCCN1CC[C@H]2C=CC[C@@H](C(=O)NCc3ccc(OC)cc3)[C@H]2C1=O
→ 21* | -2 | 4 | -3 | i | 0 | -9 | -1 | -0.6
CCC(=O)NC(=S)Nc1ccc(NC(=O)COc2ccc(Cl)cc2Cl)cc1
→ -2 | -1 | -19 | 1 | i | -11 | -1 | -10 | .
CCC(=O)N1CCN(c2cc(NCC3CCCO3)c(F)cc2[N+](=O)[O-])CC1 (centres undefined)
→ -3 | -4 | 0 | 1 | i | 2 | 0 | -7 | 2.3
O=C(N/N=C/C1CC=CCC1)c1ccccc1O (centres undefined)
→ -14 | -2 | -5 | 1 | i | -1 | -4 | -5 | 0.9
COC(=O)C1CCN(S(=O)(=O)c2cc3c4c(c2)CCN4C(=O)CC3)CC1
→ 2 | -2 | 4 | 9 | i | -1 | -3 | -4 | 0.4
Cc1cc(=O)n2nc(N3CCCC(C(=O)NCc4ccccc4Br)C3)sc2n1 (centres undefined)
→ 15 | 0 | 15 | -3 | i | -1 | -3 | 4 | 1.4
COc1cccc(N2C(=NC(=O)CCC3CCCC3)SC3CS(=O)(=O)CC32)c1 (centres undefined)
→ -3 | -1 | 14 | 3 | i | 0 | 21 | 4 | 0.6
N#CC1=C(SCc2ccccc2)NC(=O)C(C#N)C12CCCC2 (centres undefined)
→ 6 | -12 | 9 | -10 | i | 0 | -2 | 2 | 0.1
CC1=C(C(=O)N(C)C)C(c2cccc(Cl)c2)NC(=O)N1 (centres undefined)
→ -8 | -1 | 21 | 18 | i | -3 | -3 | -1 | -0.1
CN(C)C(=O)CSc1ccc(S(=O)(=O)N2CCCC2)cn1
→ -9 | -5 | -13 | -7 | i | -2 | -10 | 2 | -0.7
CCCCNC(=S)N1CCn2cccc2C1c1ccc(F)cc1 (centres undefined)
→ -12 | -9 | -4 | 3 | i | 4 | 19 | -2 | -0.5
CN(CC(=O)Nc1ccccc1Cl)C(=O)c1cccc(S(=O)(=O)N2CCN(Cc3ccccc3)CC2)c1
→ 6 | -11 | 11 | 14 | i | 4 | 0 | 5 | -1.2
CCCCN(C(=O)c1cc(-c2ccco2)nc2ccccc12)c1c(N)n(CCC)c(=O)[nH]c1=O
→ -25 | -3 | 1 | -11 | i | -2 | -6 | 1 | 0.8
CC(=O)C1=C(c2ccccc2)NC(=O)NC1c1cccs1 (centres undefined)
→ 0 | -3 | 7 | -8 | i | -5 | -6 | -2 | 0.2
CCNc1nc(NC(C)C)nc(Oc2ccc(=O)n(C)n2)n1
→ 18 | -2 | 2 | -9 | i | -1 | -6 | 0 | -0.2
CCN(CCO)C(=O)c1ccc2nc(Cc3cccc(Cl)c3)oc2c1
→ 7 | -2 | -5 | -3 | i | 2 | -4 | 1 | -1.1
CC(C)[C@H](NC(=O)N1CCn2c1nc1ccccc12)C(=O)N[C@H](Cc1ccccc1)C(=O)O
→ 4 | -8 | 5 | 0 | i | 7 | -5 | 0 | 0.0
CN1CCCN(S(=O)(=O)c2ccc(Cl)c(Cl)c2)CC1
→ 17 | -7 | -6 | -2 | i | -1 | -7 | 3 | -0.2
CN1C(=O)C(C)(C)c2cc(S(=O)(=O)N(C)Cc3ccccc3)ccc21
→ 1 | -2 | -19 | 5 | i | 2 | 3 | -1 | 0.6
Cc1ccc(C(=O)c2cc3c(cc2[N+](=O)[O-])OCCO3)cc1
→ 2 | -6 | 1 | -1 | i | 2 | 21 | 0 | -0.6
CCO[C@H]1OC(C(=O)N2CCOCC2)=C[C@@H](c2ccc3c(c2)OCO3)[C@@H]1CCCO
→ 24 | 0 | 9 | 1 | i | -2 | -9 | 0 | -0.2
COc1cc([N+](=O)[O-])ccc1-c1ccc(/C=N/NC(=O)OC(C)(C)C)o1
→ -52 | -4 | -9 | -15 | i | -5 | -28 | -3 | 1.1
Cc1cc(Br)ccc1NC(=S)Nc1cccc([N+](=O)[O-])c1
→ -3 | -1 | 6 | -4 | i | -8 | 34 | -3 | 0.4
CC(C)c1ccc(NC(=O)C2CC2c2ccccc2)cc1 (centres undefined)
→ 1 | -3 | 2 | -5 | i | -1 | 10 | 1 | -1.0
Cc1cc(C)n2nc(C(=O)OCC(=O)NC(=O)c3ccccc3)nc2n1
→ 6 | -3 | 11 | -5 | i | 1 | -8 | 2 | 0.2
CC1C/C(=C/c2ccncc2)C(=O)/C(=C/c2ccncc2)C1 (centres undefined)
→ 13 | -3 | 3 | -11 | i | -19 | -3 | 4 | 0.9
Cc1ccc(S(=O)(=O)N2C[C@H]3C(=O)C[C@@H](c4ccccc4)N(S(=O)(=O)c4ccc(Br)cc4)[C@H]3C[C@H]2c2ccccc2)cc1
→ 7 | -1 | -7 | 6 | i | -6 | 25 | 3 | 0.6
COCc1nnc(NC(=O)CCCCCN2C(=O)c3ccccc3C2=O)s1
→ -2 | -2 | -23 | 0 | i | 1 | -5 | 1 | -1.6
Cc1ccc(C(=O)COC(=O)c2ccc(Cl)c(N)c2)s1
→ 14 | -4 | -2 | -5 | i | -1 | 13 | 1 | -0.1

Pulled by compound from the entries so far (4):
The line under a structure holds: CendR NRP1 mod | bovine MsrA act | SKN-1 block | eLon inh | Neddylation inh | MT1-MMP act inh | FAS TE block | Rin1-Abl PPI inh | MsrA inhibitor
CC1C/C(=C/c2ccncc2)C(=O)/C(=C/c2ccncc2)C1 (centres undefined)
→ 13 | -3 | 3 | -11 | i | -19 | -3 | 4 | 0.9
CN1C(=O)C(C)(C)c2cc(S(=O)(=O)N(C)Cc3ccccc3)ccc21
→ 1 | -2 | -19 | 5 | i | 2 | 3 | -1 | 0.6
COc1cc([N+](=O)[O-])ccc1-c1ccc(/C=N/NC(=O)OC(C)(C)C)o1
→ -52 | -4 | -9 | -15 | i | -5 | -28 | -3 | 1.1
CN1CCCN(S(=O)(=O)c2ccc(Cl)c(Cl)c2)CC1
→ 17 | -7 | -6 | -2 | i | -1 | -7 | 3 | -0.2

(more compounds)
The line under a structure holds: CendR NRP1 mod | bovine MsrA act | SKN-1 block | eLon inh | Neddylation inh | MT1-MMP act inh | FAS TE block | Rin1-Abl PPI inh | MsrA inhibitor
N#CC1=C(N2CCOCC2)/C(=C\c2ccccc2)CC1
→ -11 | -1 | 1 | -13 | . | -1 | 11 | -1 | 2.0
CN(C(=O)COC(=O)CSc1ccc([N+](=O)[O-])cc1)c1ccccc1
→ -11 | -11 | 1 | -14 | i | 5 | 20 | 1 | 0.9
COc1cccc(C(=O)OCCNC(=O)c2cccnc2)c1
→ -9 | -3 | 13 | -7 | i | 0 | -5 | 0 | -0.5
COc1ccc(NC(=O)CN2CCN(CC(=O)Nc3ccc(OC)c(OC)c3)CC2)cc1
→ 8 | -3 | -1 | -2 | i | 2 | -9 | -6 | 1.1
Cc1nn(-c2ccccc2)c2nc(-c3ccccc3)cc(C(=O)N3CCOCC3)c12
→ -7 | -4 | 2 | 5 | . | -6 | 23 | -4 | -0.4
O=C(CSc1nnc2c(n1)[nH]c1ccccc12)NCc1ccco1
→ 6 | -3 | -3 | -8 | i | 3 | -4 | -1 | 1.5
Cc1cccc(S(=O)(=O)NC(=O)C2(C)CCN2C(=O)Cc2ccsc2)c1 (centres undefined)
→ -7 | -1 | 0 | -3 | i | -2 | -4 | 2 | -0.9
COc1ccc(NC(=S)NNC(=O)c2ccco2)c(OC)c1
→ -1 | -2 | -3 | -4 | i | 1 | -6 | 2 | -0.1
CCOC(=O)CN1C(=O)S/C(=C/c2cccc([N+](=O)[O-])c2O)C1=O
→ -3 | 0 | 6 | 0 | i | 1 | -3 | -2 | -0.3
O=S(=O)(c1ccc(Cl)s1)N1CCCc2cccc(O)c21
→ 11 | -3 | 11 | 0 | i | -2 | 26 | 0 | 1.2
COc1ccc(CC(=O)Nc2ccc(C(=O)Nc3nccs3)cc2)cc1OC
→ 2 | -1 | -6 | -3 | i | -2 | -2 | 2 | 2.0
COc1ccc([N+](=O)[O-])cc1NC(=O)CCN1CCN(c2ccccc2OC)CC1
→ -7 | -4 | 12 | 3 | i | -10 | 7 | 2 | -1.0
CCN(CC)/C(=N\S(=O)(=O)c1ccccc1C)c1ccccc1
→ -9 | -4 | 11 | -8 | i | 2 | -5 | -5 | -1.6
CC(C)CSc1ncc(-c2cccc(C(F)(F)F)c2)cn1
→ -6 | -2 | 20 | -9 | i | -4 | 51* | -3 | 0.8
CCC(C)NC(=O)CN1C(=O)NC2(CCOc3ccccc32)C1=O (centres undefined)
→ 5 | -2 | 16 | -9 | i | -6 | -4 | 2 | 0.0
CN1CCc2nc3sc(C(=O)C45CC6CC(CC(C6)C4)C5)c(N)c3cc2C1
→ -24 | -14 | -13 | -20 | i | -19 | 4 | -1 | -0.2
CCOC(=O)c1ccccc1NC(=O)c1n[nH]c(=O)c2ccccc12
→ -6 | -4 | 5 | -17 | i | 2 | -5 | -2 | -1.3
COc1ccc(NC(=O)CN2CCN(S(=O)(=O)c3ccc(Cl)cc3)CC2)cc1Cl
→ -8 | -2 | 3 | -4 | i | 2 | 18 | -2 | 0.7
CN(C)c1ccc(/C=C/C(=O)c2cccnc2)cc1
→ -54 | -3 | 16 | -362 | i | 2 | -5 | -11 | -1.4
Cc1ccc(C)c(N/C(N)=N/c2nc(C)cc(C)n2)c1
→ 2 | -7 | -6 | -4 | i | -5 | -16 | -2 | -0.6
COCCCN1C(=O)c2ccc(C(=O)NCc3ccco3)cc2C1=O
→ 6 | -2 | -1 | -5 | i | 1 | -8 | -2 | 0.4
CCN(CC)S(=O)(=O)c1cccc(NC(=O)COC(=O)CCC(=O)c2cccs2)c1
→ -9 | -4 | 5 | -7 | i | 2 | 2 | 2 | .
CCOC(=O)c1[nH]c2cc(OC)c(OC)cc2c1NC(=O)CCN1CCSCC1
→ -7 | 0 | 1 | -6 | . | 5 | -8 | 0 | 2.7
CCOC(=O)N1CCN(C(=O)c2cc(OC)cc(OC)c2)CC1
→ 2 | -3 | -3 | 10 | i | 5 | -9 | 2 | -0.6
CCN1CCN(C(c2ccccc2)c2nnnn2Cc2ccc3c(c2)OCO3)CC1 (centres undefined)
→ 1 | -1 | 5 | 8 | i | 2 | -2 | -1 | 0.5
COc1ccc(CC(=O)OCC(=O)NCc2ccc(Cl)cc2)cc1
→ 1 | -7 | -5 | -4 | i | 0 | -4 | 5 | 3.1
O=C(Nc1ccccc1)N(CCCN1CCOCC1)Cc1cc2cc3c(cc2[nH]c1=O)OCCO3
→ -28 | -1 | 4 | 4 | i | 2 | 1 | 0 | 2.1
COc1cccc(CNC(=O)CCS(=O)(=O)c2cc3c(cc2C)NC(=O)CO3)c1
→ 2 | -1 | -3 | 1 | i | 1 | -6 | -2 | 1.3
O=C(NNC(=O)c1ccc(Br)o1)c1ccc(NC(=O)c2ccccc2)cc1
→ -1 | -3 | -10 | 1 | i | 5 | 0 | 3 | 2.6
CCCc1nnc(NC(=O)c2cn(CC)c3cc(N4CCN(C)CC4)c(F)cc3c2=O)s1
→ -1 | -1 | 6 | -8 | i | 2 | -2 | 3 | 0.5
COC(=O)CC1C(=O)NCCN1C(=O)CSc1nc2ccc([N+](=O)[O-])cc2s1 (centres undefined)
→ 0 | -4 | 1 | 0 | i | -2 | 4 | 0 | 2.1
CC1(C)[C@@H](O)CC[C@]2(C)C3C(O)C=C4[C@H]5C[C@@](C)(CO)CC[C@]5(C)CC[C@]4(C)[C@]3(C)CC[C@@H]12 (some centres undefined)
→ -1 | -1 | -15 | -3 | i | -1 | 31 | 4 | -1.2
